# Assay outcomes deposited in PubChem BioAssay by National Center for Advancing Translational Sciences (NCATS).
# Hsp90 Hop PPI = changes Hsp90-Hop TPR2A binding signal, up or down | AlphaScreen TPR2A-His6 binding biotin-Hsp90 C-terminal peptide | Potency, µM (top dose mostly 57 µM), without a hit: at the highest dose activity change, negative = inhibition | hit rate 0.44% among 71,000; active means well fitted curve in either direction with a large enough effect; inconclusive means small, poorly fitted or top-dose-only effect, or another doubt; further: potency means the concentration at half of the fitted maximal effect; on the % scale 0 is the no-effect control and ±100 the full control effect; many of its hits are not listed in these tables
# 15-hLO inh = inhibitors of human 15-lipoxygenase (ALOX15); purified 15hLO-1, xylenol orange hydroperoxide absorbance; hit rate 1.4% among 74,000; Potency, µM (doses to about 57.1 µM), for inactives: at the top dose activity change, negative = inhibition, actives largely listed as inhibitors; further: potency means the concentration at half of the fitted maximal effect; on the % scale 0 is the no-effect control and ±100 the full control effect; nearly all actives have a fitted effect of over 55% in size
# Target sequence (P16050 whole entry, looked up): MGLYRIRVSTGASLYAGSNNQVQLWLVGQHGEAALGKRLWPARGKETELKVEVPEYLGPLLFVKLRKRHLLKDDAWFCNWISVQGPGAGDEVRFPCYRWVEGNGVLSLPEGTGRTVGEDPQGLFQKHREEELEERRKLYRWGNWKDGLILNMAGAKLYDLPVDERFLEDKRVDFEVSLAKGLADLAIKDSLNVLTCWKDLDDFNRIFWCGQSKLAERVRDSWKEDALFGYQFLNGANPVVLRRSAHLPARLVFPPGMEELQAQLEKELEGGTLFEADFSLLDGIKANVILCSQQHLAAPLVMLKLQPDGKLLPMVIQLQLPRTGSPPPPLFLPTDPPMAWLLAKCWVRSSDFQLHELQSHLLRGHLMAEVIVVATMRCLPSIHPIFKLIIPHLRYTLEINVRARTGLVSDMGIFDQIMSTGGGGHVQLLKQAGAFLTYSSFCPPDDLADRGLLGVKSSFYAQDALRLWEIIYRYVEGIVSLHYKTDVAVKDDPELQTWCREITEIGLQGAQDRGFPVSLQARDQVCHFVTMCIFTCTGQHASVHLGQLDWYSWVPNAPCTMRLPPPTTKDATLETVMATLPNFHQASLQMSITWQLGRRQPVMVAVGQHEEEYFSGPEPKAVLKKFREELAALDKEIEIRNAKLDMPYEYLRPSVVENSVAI
#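 Compounds were preincubated 15 min at room temperature with 40 nM purified human enzyme (25 mM Hepes pH 7.5, 0.01% Triton X-100); 50 uM arachidonic acid reacted 6 min. Fe-xylenol orange detection, 30 min, absorbance ratio 573/405 nm.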
# Pol III holo inh = inhibitors of bacterial DNA polymerase III holoenzyme. reconstituted DNA polymerase III holoenzyme replication, biochemical. Potency, µM (top dose mostly 57.1 µM), without a hit: top-dose activity change, negative = inhibition. hit rate 0.25% among 71,000; further: potency means the concentration at half of the fitted maximal effect; on the % scale 0 is the no-effect control and ±100 the full control effect
#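 Reconstituted *E. coli* holoenzyme (0.35 nM Pol III, 1 nM beta, 154 nM SSB, 2 nM primase) was preincubated with compound for 15 min at RT. Synthesis on 1.4 nM ssM13Gori ran 35 min, then was stopped with PicoGreen/EDTA and read as dsDNA fluorescence.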
# CRE-bla Fsk = alters forskolin-stimulated CRE reporter signaling in CHO cells; CHO CRE-bla reporter (cAMP response element driving beta-lactamase), forskolin EC10, beta-lactamase ratio; Potency, µM (titrated, usually from 38.2 µM), for the others: at the top dose activity change, negative = inhibition, actives largely listed as activators; hit rate 2.5% among 71,000; AID 662; active means well fitted activation curve with a large enough effect in the signal ratio, with a control signal flat, not every such curve was filed as active; inconclusive means small, poorly fitted or top-dose-only effect, or effect the other way, or a change in a side signal; the % refers to the signal ratio; further: potency means the concentration at half of the fitted maximal effect; % of control where 0% means no effect
#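 Modulation of forskolin signalling: compounds in titration series added with EC10 NKH 477 to CHO cells carrying a CRE-driven beta-lactamase reporter, 3 h, 37C. CCF4 FRET ratio (460/530 nm, ex 405 nm) gives %activity and AC50.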
# Tau fil binding = tau filament binding. P10636. recombinant tau filaments, thioflavin S fluorescence, 15 h; filaments grown with octadecylsulfate alongside compound. Potency, µM (series often up to 57.1 µM), without a hit: top-dose activity change, negative = inhibition. hit rate 2% among 71,000. AID 596;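 further: potency means the concentration at half of the fitted maximal effect; on the % scale 0 is the no-effect control and ±100 the full control effect; actives lower thioflavin S fluorescence by blocking filaments or displacing dye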
#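 Quantitative HTS: thioflavine S signal from ODS-induced tau filaments, excited at 450 nm, emission 510 nm. Conditions: 1 uM tau, 30 uM ODS, 15 h at 37 C, pH 7.4.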
# HADH2 inh = inhibitors of human HADH2 dehydrogenase; recombinant HADH2, NADH fluorescence, beta-hydroxybutyryl-CoA; Potency, µM (titrated, usually from 57.1 µM), inactives show top-dose activity change, negative = inhibition, hits mostly inhibitors; hit rate 3.4% among 73,000; AID 886; further: potency means the concentration at half of the fitted maximal effect; on the % scale 0 is the no-effect control and ±100 the full control effect; nearly all actives have a fitted effect of over 60% in size; many of its hits are not listed in these tables
# Target sequence (Q99714 whole entry, looked up, one chain of several): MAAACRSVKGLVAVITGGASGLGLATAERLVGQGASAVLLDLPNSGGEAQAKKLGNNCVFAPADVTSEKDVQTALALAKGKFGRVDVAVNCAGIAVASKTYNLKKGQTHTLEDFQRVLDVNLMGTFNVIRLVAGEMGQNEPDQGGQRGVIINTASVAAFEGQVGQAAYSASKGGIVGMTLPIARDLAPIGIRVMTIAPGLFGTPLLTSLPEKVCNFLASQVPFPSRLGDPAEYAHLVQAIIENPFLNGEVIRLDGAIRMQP
#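 Read-out: 360 nm excitation, 450 nm emission, kinetic over 4 min. Conditions: His-tagged human HADH2 20 nM, pH 9.0 Tris with Tween-20, 1 mM NAD+, 90 uM beta-hydroxybutyryl-CoA.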
# Rhodamine autofl = rhodamine region autofluorescence. Rhodamine-region fluorescence, 547/598 nm, Tris buffer; stronger effect = higher value. max dye-equivalent concentration, M. hit rate 0.05% among 59,000. AID 594; in the data active means max dye-equivalent concentration above about 11 nM; inconclusive means between about 1.1 nM and that limit
#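 qHTS spectral profiling of compounds without any target or enzyme present, in pH 8.0 Tris buffer; plates were read after a 15-minute room-temperature incubation using the rhodamine-region filter set.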
# HBB splice mod = hemoglobin beta splicing modulation; HBB splicing reporter cell assay, activation; EGFP reporter with mutant IVS2-654 intron; response scale: normalised to 500 nM splice-correcting PNA; hit rate 0.06% among 65,000; Potency, µM (top dose mostly 46.1 µM), without a hit: at the top dose activation, actives largely listed as activators; further: potency means the concentration at half of the fitted maximal effect; 0% is about no effect
#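 HeLa cells stably expressing EGFP interrupted by mutant beta-globin intron 2 (IVS2-654), 500/well in 2% FCS. Treated with compound for 2 days at 37C. Splicing correction scored as total well GFP intensity (488 nm excitation, 500-520 nm emission); 500 nM antisense PNA served as control.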
# Luciferase inh = firefly luciferase inhibition. P08659. purified firefly luciferase, luminescence, 8 min. Potency, µM (top dose mostly 57.1 µM), for the others: top-dose activity change, negative = inhibition, usual class: inhibitors. hit rate 2.2% among 72,000; further: potency means the concentration at half of the fitted maximal effect; on the % scale 0 is the no-effect control and ±100 the full control effect; nearly all actives have a fitted effect of over 40% in size
#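 qHTS concentration-response profiling: light output of P. pyralis luciferase with luciferin and 10 uM ATP, imidazole buffer pH 7.2. Read by luminescence after 8-min room-temperature incubation.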
# ERK AVP block = inhibitors of vasopressin-stimulated ERK signaling pathway; hit rate 0.99% among 72,000; Potency, µM (doses to about 57.5 µM), without a hit: at the highest dose activity, negative = inhibition, hits mostly inhibitors; HEK293-V1b, vasopressin-stimulated pERK AlphaScreen; further: potency means the concentration at half of the fitted maximal effect; on the % scale 0 is the no-effect control and ±100 the full control effect; nearly all actives have a fitted effect of over 55% in size
#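 V1b-HEK293 cells; cpd 30 min 37C; 25 nM vasopressin 5 min; lyse 10 min; AlphaScreen beads 5 hr RT. Normalized to DMSO basal and 25 nM vasopressin; AC50 by Hill fit.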
# Texas Red fluor = compound fluoresces in the Texas Red spectral region; Compound fluorescence, Texas Red channel, 547/618 nm; stronger effect = higher value; max dye-equivalent concentration, M; hit rate 0.06% among 59,000; AID 587; in the data active means max dye-equivalent concentration above about 10 nM; inconclusive means between about 1.1 nM and that limit
#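 qHTS profiling of intrinsic compound fluorescence; 100 mM Tris pH 8.0; 15 min RT; ex 547 / em 618 nm; response expressed as Texas Red dye-equivalent concentration from six-point plate standard.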
# Active calls of the source: *; i = inactive; ? = inconclusive; nt = not tested or not shown; & = joins results of further samples; [ ] = dose if it differs, or a comment. Unless noted, the call rests on the fitted dose curve; in most records, active means well fitted curve in the direction sought with a large enough effect; inconclusive means small, poorly fitted or top-dose-only effect, or another doubt; inactive means no such curve, though single readings can be large; an effect the other way counts as inactive or inconclusive.
SMILES,Hsp90 Hop PPI,15-hLO inh,Pol III holo inh,CRE-bla Fsk,Tau fil binding,HADH2 inh,Rhodamine autofl,HBB splice mod,Luciferase inh,ERK AVP block,Texas Red fluor
Oc1cc2ccccc2cc1-c1n[nH]c(=S)o1,-5%,-19%,-7%,-5%,-12%,10µM*,i,nt,3%,5%,i
CCN(CC)CCN1c2ccccc2Sc2ccc3ccccc3c21,-1%[11 µM],-8%[11.4 µM],-9%[11.4 µM],-17%[7.6 µM],-24%[11.4 µM],-29%[11.4 µM],i,-1.3%[9.22 µM],1%[11.4 µM],-7%[11.5 µM],i
COC(=O)c1c(-c2ccc(F)cc2)csc1NC(=O)c1ccco1,0%[11 µM],-25%[11.4 µM],-4%[11.4 µM],0.4µM*,i[11.4 µM],5µM*,nt,2.7%[0.0738 µM],13µM*,0%,nt
CCn1c(Cn2nnc(-c3ccccc3)n2)nnc1SCc1ccc(Cl)c(Cl)c1,11%,?,0%,?,246%,2%,i,0.7%,1%,13%,i
Cc1ccc(OCCSc2nnc(NC(=O)c3ccco3)s2)cc1,-3%,-3%,-3%,-5%,22%,0%,i,0.0%,2%,6%,i
O=C(COC(=O)CCOc1ccccc1)Nc1ccc(Cl)cn1,2%,-8%,6%,-8%,-22%,-7%,i,1.0%,0%,-5%,?
CCOc1ccc(N(CC(=O)NC2CCCCCC2)S(=O)(=O)c2c(C)noc2C)cc1,1%,2%,-4%,8%,500%,0%,nt,-0.1%,2%,-10%,nt
COc1cccc(/C=N/n2cncn2)c1OCC#N,0%,-16%,-11%,?,60%,?,i,7.2%,5%,-7%,i
CC(C)[C@H](NC(=O)NC1CCCC1)C(=O)O,-2%,3%,-3%,?,4%,2%,i,0.3%,-1%,4%,?
CCOc1cc(C(=O)N2CCN(c3ccc(C(C)=O)cc3)CC2)cc(OCC)c1OCC,-2%,0%,-6%,-3%,3%,-2%,i,1.4%,1%,-12%,i
COCCOc1ccc(C(F)(F)F)cc1Nc1nc2ccccc2o1,?,-22%,-8%,?,48%,?,i,1.7%[57.5 µM],-7%,-7%,i
CSc1ccccc1NS(=O)(=O)c1ccc2c(c1)OCCO2,2%,-6%,2%,7%,-4%,-5%,i,-0.4%,1%,-12%,i
O=C(NCCCO)c1ccc2[nH]c3ccccc3c2c1,-2%,18%,-7%,6%,5%,?,i,-0.5%[57.5 µM],-27%,-19%,i
Cc1ccc2nc(N/N=C\c3cccc(C)n3)cc(C)c2c1,-3%[11 µM],41%[activator][11.4 µM],-14%[11.4 µM],11%[7.6 µM],-27%[11.4 µM],6%[11.4 µM],i,1.6%[9.22 µM],-14%[11.4 µM],-22%[11.5 µM],i
Cc1cc(NC(=O)COC(=O)c2cc3c(s2)CCC(C)C3)no1 (stereo not given),-1%,-4%,4%,?,34%,19%,i,1.7%,1%,19%,i
CCC/C=C(\CCC)C(NC(=O)c1ccc(C(F)(F)F)cc1)c1ccc(C(F)(F)F)cc1 (stereo not given),13%,nt,-12%,?,12%,0%,nt,1.3%,nt,13%,nt
Cc1ccc2c(c1)N(CC(=O)N1CCCCC1c1cccnc1)C(=O)CO2 (stereo not given),0%,4%,1%,8%,-3%,3%,i,nt,1%,-7%,i
CC(C)[C@@H]1[C@H]2CC[C@H](C2)[C@H]1N,2%&-1%,-10%[25.6 µM],-1%&-6%,-9%&5%,-4%&-7%,-1%&-16%,i,3.2%,-1%&0%,1%,i
COc1ccc(CC(NC(C)=O)C(=O)NC2CCN(S(=O)(=O)c3ccccc3)CC2)cc1OC (stereo not given),-1%,14%,-2%,-2%,6%,2%,i,-1.8%,-1%,-17%,i
O=C(c1ccccc1NS(=O)(=O)c1ccc(Br)s1)N1CCCC1,-3%,-4%,0%,-9%,3%,-7%,i,-2.2%,1%,10%,i
COc1cc2c(=O)n(Cc3ccco3)c(=O)n(CC(=O)c3ccc(Br)cc3)c2cc1OC,3%,-4%,-4%,?,58%,14%,i,0.6%,0%,?,i
CN=C1SC(CC(=O)Nc2cc(Cl)ccc2Cl)C(=O)N1C (stereo not given),2%,7%,-4%,-4%,0%,12%,i,0.2%,0%,-11%,i
COC(=O)c1c(NC(=O)C2CC2)sc2c1CCCC2,13%,-19%,2%,?,20%,2%,nt,-0.8%,0%,nt,nt
c1cc2nncn2nc1N1CCCC1,-2%,3%,-5%,9%,-12%,1%,i,nt,2%,40%[activator],i
CC1CC(C(F)(F)F)n2ncc(C(=O)O)c2N1 (stereo not given),-1%,4%,2%,-4%,-2%,-17%,i,-0.4%,1%,-15%,i
CCOC1OC2C(CO)OC(n3cnc4c(N)ncnc43)C2O1 (stereo not given),-2%,11%,-4%,?,-7%,3%,nt,0.3%,-7%,nt,nt
CCCOc1ccc([C@@H]2C3CN(C(=O)OCC)CC=C3C(C#N)=C(N)C2(C#N)C#N)cc1OC (stereo not given in full),-9%,-30%,-4%,?,16%,2%,i,0.9%[0.369 µM],0%,-4%,i
CN(Cc1ccccc1)Cn1ccnc1,-5%[11 µM],34%[activator][11.4 µM],-3%[11.4 µM],4%[7.6 µM],-1%[11.4 µM],6%[11.4 µM],i,1.7%[9.22 µM],1%[11.4 µM],2%[11.5 µM],i
CCN1C(=O)[C@H]2[C@@H]3[C@H](O)C=CC(=O)[C@H]3CC[C@H]2C1=O,nt,5%[11.4 µM],nt,nt,nt,-3%[11.4 µM],nt,0.3%[9.22 µM],-1%[11.4 µM],-2%[11.5 µM],nt
COCCNC(=O)c1ccc2ccccc2n1,0%,6%,-2%,-20%,3%,0%,i,-1.6%,0%,-2%,i

# In the list so far, these have bromine:
SMILES,Hsp90 Hop PPI,15-hLO inh,Pol III holo inh,CRE-bla Fsk,Tau fil binding,HADH2 inh,Rhodamine autofl,HBB splice mod,Luciferase inh,ERK AVP block,Texas Red fluor
O=C(c1ccccc1NS(=O)(=O)c1ccc(Br)s1)N1CCCC1,-3%,-4%,0%,-9%,3%,-7%,i,-2.2%,1%,10%,i
COc1cc2c(=O)n(Cc3ccco3)c(=O)n(CC(=O)c3ccc(Br)cc3)c2cc1OC,3%,-4%,-4%,?,58%,14%,i,0.6%,0%,?,i

# As a short view, part of the list above.
SMILES,Hsp90 Hop PPI,15-hLO inh,Pol III holo inh,CRE-bla Fsk,Tau fil binding,HADH2 inh,Rhodamine autofl,HBB splice mod,Luciferase inh,ERK AVP block,Texas Red fluor
CCN1C(=O)[C@H]2[C@@H]3[C@H](O)C=CC(=O)[C@H]3CC[C@H]2C1=O,nt,5%[11.4 µM],nt,nt,nt,-3%[11.4 µM],nt,0.3%[9.22 µM],-1%[11.4 µM],-2%[11.5 µM],nt
COCCNC(=O)c1ccc2ccccc2n1,0%,6%,-2%,-20%,3%,0%,i,-1.6%,0%,-2%,i

# Copied from the list.
# Pol III holo inh result of `COc1cccc(/C=N/n2cncn2)c1OCC#N` → -11%
# Hsp90 Hop PPI result of `CCn1c(Cn2nnc(-c3ccccc3)n2)nnc1SCc1ccc(Cl)c(Cl)c1` → 11%
# 15-hLO inh result of `COC(=O)c1c(-c2ccc(F)cc2)csc1NC(=O)c1ccco1` → -25%[11.4 µM]

# Some of the compounds tested. The share of hits here may be higher or lower than overall.
